Compound activity: PubChem BioAssay, National Center for Advancing Translational Sciences (NCATS)
GRP78 ERSR act: inducers of ER stress response in human glioma cells. U87-MG GRP78 promoter luciferase reporter, 16 h. Potency, µM, for the others: at the top dose activation, actives largely listed as activators. actives 0.02% (n = 420,000). AID 602332; further: potency means the concentration at half of the fitted maximal effect; series mostly up to about 76 µM; % of control where 0% means no effect; nearly all actives have a fitted effect of over 35% in size
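Stably transfected U87-MG human glioma cells carrying a GRP78-based luminescent sensor were seeded at 1000 cells/well, pin-dosed with compounds and incubated 16 h. Luciferase reagent was then added, and end-point luminescence was read after 10 min at room temperature.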
USP1-UAF1 inh: inhibitors of human USP1/UAF1 deubiquitinase | Potency, µM (doses to about 57.1 µM), inactives show at the highest dose activity change, negative = inhibition, hits mostly inhibitors | O94782 | actives 0.23% (n = 390,000) | recombinant USP1/UAF1, Ub-Rhodamine cleavage fluorescence | AID 743255; further: potency means the concentration at half of the fitted maximal effect; on the % scale 0 is the no-effect control and ±100 the full control effect; nearly all actives have a fitted effect of over 60% in size; inactives centre near -12
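1 nM enzyme complex + cpd, 15 min RT; start with Ub-Rho 150nM final; kinetic fluorescence ex 480/em 540, 6 reads q60 s. Buffer 50mM HEPES pH 7.8, 0.5mM EDTA, 0.1 mg/ml BSA, 1mM TCEP, 0.01% Tween-20.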
Vif-APOBEC3F blk: Vif-A3F binding inhibition; actives 0.2% (n = 390,000); Potency, µM (doses to about 46.1 µM), for inactives: at the highest dose activity, negative = active; HeLa A3F-eYFP + Vif (tagged APOBEC3F with the HIV-1 protein that degrades it), YFP fluorescence increase; further: potency means the concentration at half of the fitted maximal effect; % of control where 0% means no effect; nearly all actives have a fitted effect of over 65% in size
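Fluorescence increase (Ex 488/Em 500-530) after overnight compound treatment at 37 deg C flags inhibition of Vif-driven A3F-eYFP loss in stable HeLa A3F-eYFP/Vif cells seeded overnight beforehand.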
Vif-APOBEC3G blk: inhibitors of Vif-APOBEC3G interaction; HeLa A3G-eYFP + Vif (tagged APOBEC3G with the HIV-1 protein that degrades it), YFP fluorescence, overnight; Potency, µM (doses to about 46.1 µM), for inactives: at the highest dose activity, negative = active, actives largely listed as inhibitors; actives 0.076% (n = 410,000);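 further: potency means the concentration at half of the fitted maximal effect; on the % scale 0 is the no-effect control and ±100 the full control effect; nearly all actives have a fitted effect of over 60% in size; hits raise eYFP signal because A3G escapes Vif-driven loss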
Target sequence (Q9HC16 whole entry, looked up): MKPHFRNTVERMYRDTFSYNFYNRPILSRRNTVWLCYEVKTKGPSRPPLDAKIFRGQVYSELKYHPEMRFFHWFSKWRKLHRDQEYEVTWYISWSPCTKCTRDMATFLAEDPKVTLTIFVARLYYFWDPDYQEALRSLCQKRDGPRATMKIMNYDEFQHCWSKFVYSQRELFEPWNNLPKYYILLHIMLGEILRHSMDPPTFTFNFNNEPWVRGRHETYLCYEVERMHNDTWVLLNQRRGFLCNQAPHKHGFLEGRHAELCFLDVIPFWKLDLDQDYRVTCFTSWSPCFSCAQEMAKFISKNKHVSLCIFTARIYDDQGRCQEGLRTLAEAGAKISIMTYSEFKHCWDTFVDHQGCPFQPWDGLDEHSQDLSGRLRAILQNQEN
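HeLa cells stably expressing Vif and C-terminally eYFP-tagged A3G, seeded overnight at 37 deg C, then exposed to compound by pintool overnight at 37 deg C. Rise in yellow fluorescence (Ex 488/Em 500-530, Acumen) marks blocked Vif-driven A3G degradation.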
RXFP1 ag: activates the human relaxin receptor RXFP1; Q9HBX9; HEK293T-RXFP1 cAMP TR-FRET, 30 min; response scale: percent of porcine relaxin response, buffer zero; Potency, µM (top dose mostly 57.5 µM), inactives show at the highest dose activation, actives largely listed as activators; actives 0.3% (n = 370,000); AID 2676; further: potency means the concentration at half of the fitted maximal effect; on the % scale 0 is the no-effect control and ±100 the full control effect; nearly all actives have a fitted effect of over 60% in size; many of its hits are not listed in these tables
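HEK293 cells stably expressing RXFP1, treated 30 min at 37C with compounds plus PDE4 inhibitor Ro 20174; cAMP measured by HTRF TR-FRET. Normalized to buffer and 29 nM porcine relaxin; EC50 by Hill fit.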
LDHA inh: blocks human lactate dehydrogenase A | P00338 | purified LDHA, NADH/diaphorase-resazurin fluorescence; stronger effect = lower value | activity change, % (values are at about 110 or 230 µM) | actives 0.15% (n = 480,000); in the data active means activity change below about -30%; inconclusive means mostly about -25% to -30%;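 further: plate controls were DMSO wells for no effect and wells without enzyme for full effect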
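Resorufin fluorescence (ex540/em590), read at 0 and 20 min after diaphorase/resazurin addition, reports the NADH left after a 5 min room-temperature reaction of 2 nM human LDH5 with 0.06 mM NADH and 0.2 mM pyruvate.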
IDH1 R132H inh: blocks human mutant IDH1 R132H enzyme | IDH1-R132H enzyme, NADPH consumption, diaphorase/resazurin fluorescence | actives 0.093% (n = 390,000) | AID 602179 | Potency, µM (doses to about 76.6 µM), without a hit: at the top dose activity change, negative = inhibition, actives largely listed as inhibitors | O75874; further: potency means the concentration at half of the fitted maximal effect; on the % scale 0 is the no-effect control and ±100 the full control effect; nearly all actives have a fitted effect of over 65% in size
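IDH1-R132H (0.5 ug/mL dispensed) in pH 7.5 Tris buffer was preincubated 30 min with compound, then given a substrate mix of 0.016 mM NADPH and 2 mM alpha-KG for 80 min at room temperature; remaining NADPH was read by diaphorase/resazurin fluorescence.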
PI4K2A block: blocks human PI4K2A kinase activity | Q9BTU6 | purified PI4K2A, ADP-Glo luminescence, 1 h; stronger effect = lower value | activity change, negative = inhibition, % at 76.9 µM | actives 0.13% (n = 420,000); in the data active means activity change below about -50%; inconclusive means mostly about -30% to -49%;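 further: -100% = wells without enzyme as full effect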
Target sequence (Q9BTU6 whole entry, looked up): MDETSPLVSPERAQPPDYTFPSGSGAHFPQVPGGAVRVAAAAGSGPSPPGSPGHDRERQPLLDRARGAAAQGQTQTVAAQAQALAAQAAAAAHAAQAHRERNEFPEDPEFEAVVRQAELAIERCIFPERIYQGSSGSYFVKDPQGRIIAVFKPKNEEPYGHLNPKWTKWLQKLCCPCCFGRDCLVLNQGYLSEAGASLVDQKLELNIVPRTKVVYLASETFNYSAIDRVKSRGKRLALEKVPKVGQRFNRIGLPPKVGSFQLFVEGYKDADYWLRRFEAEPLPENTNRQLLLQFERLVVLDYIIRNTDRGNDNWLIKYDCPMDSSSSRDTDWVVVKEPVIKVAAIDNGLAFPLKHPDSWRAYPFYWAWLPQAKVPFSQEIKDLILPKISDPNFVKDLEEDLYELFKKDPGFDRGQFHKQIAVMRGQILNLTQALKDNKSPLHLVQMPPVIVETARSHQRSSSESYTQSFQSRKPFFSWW
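Compounds are screened against recombinant PI4K2A using PI as substrate and ATP, the latter dispensed at 300 microM. Reactions run one hour at ambient temperature before ADP-Glo detection; full inhibition defined by wells lacking enzyme.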
TrxR1 substrate: is turned over as a substrate by rat TrxR1 | O89049 | purified TrxR1 substrate turnover, NADPH consumption readout | Potency, µM (top dose mostly 114 µM), for inactives: top-dose activity change, negative = substrate turnover | actives 0.01% (n = 390,000); further: potency means the concentration at half of the fitted maximal effect; on the % scale 0 is the no-effect control and ±100 the full control effect; nearly all actives have a fitted effect of over 50% in size
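Rat TrxR1, dispensed at 90 nM, was prereduced with 400 uM NADPH (final) for 5 min at ~22 deg C, then incubated with compound 15 min before 400 uM selenite. A first-read NADPH fluorescence drop versus no-compound background flagged substrates.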
The depositor's hits bear a star; u = inconclusive; x = no result given; & = joins results of further samples; [ ] = remark or other dose. Unless noted, the call rests on the fitted dose curve; in most records, active means well fitted curve in the direction sought with a large enough effect; inconclusive means small, poorly fitted or top-dose-only effect, or another doubt; inactive means no such curve, though single readings can be large; an effect the other way counts as inactive or inconclusive.

canonical_smiles	GRP78 ERSR act	USP1-UAF1 inh	Vif-APOBEC3F blk	Vif-APOBEC3G blk	RXFP1 ag	LDHA inh	IDH1 R132H inh	PI4K2A block	TrxR1 substrate
Cc1cc2c(N3CCCCC3C)ncnc2s1 (stereo not drawn)	-6%	-2%	3%	1%	-0.5%	-1	1%	-4	-1%[57.1 µM]
Cc1c(NC(=O)/C(C#N)=C/c2ccc(-c3ccccc3Cl)o2)c(=O)n(-c2ccccc2)n1C	1%	-3%	-20%	-7%	3.9%	4	-4%	1	-11%
COc1ccc(CCNC(=O)CNCCc2ccc(F)cc2)cc1	-3%	0%	-7%	-1%	2.0%	-14	-1%	-1	-1%
CC(O)(c1cccc(F)c1)c1nc(-c2ccc(Cl)cc2)cs1 (stereo not drawn)	-4%	x	x	-11%	x	-2	x	0	x
O=C(/C=C\c1ccc2c(c1)OCO2)NC1(C(=O)Nc2ccc3c(c2)OCCO3)CCCCC1	-6%	-11%	7%	-3%	0.5%	1	2%	8	7%[57.1 µM]
Cn1c(CNc2cccc(Cl)c2)nnc1SCC(=O)OC1CCCCC1	-17%	-15%	-1%	1%	1.8%	-3	5%	3	11%
Cc1nn(CCOc2ccccc2)c(=O)n1-c1ccc(F)cc1	0%	-11%	-12%	0%	0.1%	-4	0%	-3	-5%
CCCNC(=S)N1CCN(CC)CC1	-2%	2%	-19%	0%	0.4%	-22	1%	-1	-7%
CC(C)N(Cc1c(O)ccc2c(=O)c(-c3ccc(Cl)cc3)coc12)C(C)C	3%	-1%	0%	-12%	-3.4%	-8	-13%	2	13%
CC(OC(=O)C1CC(=O)N(Cc2ccco2)C1)C(=O)Nc1ccccc1[N+](=O)[O-] (stereo not drawn)	-2%	-17%	5%	0%	2.2%	-7	3%	7	3%
COc1cccc(NC(=O)c2oc3ccccc3c2NC(=O)c2ccc(F)c(F)c2)c1	-4%	14%	4%	0%	4.3%	0	-15%	4	17%
CCCCn1c(N)c(N(CCOC)C(=O)c2ccc(COc3ccccc3)o2)c(=O)[nH]c1=O	-3%	-15%	-7%	1%	-1.0%	-4	-1%	-4	6%
CC(=O)N1N=C(c2ccccc2)CC1c1ccc(F)cc1 (stereo not drawn)	1%	-10%	0%	0%	1.3%	-5	1%	-1	-1%
Cc1ccc(-c2nnn(CC(=O)N(CC3CCCO3)C(C(=O)NC3CCCCC3)c3ccc(F)cc3)n2)o1 (stereo not drawn)	-1%	4%	2%	0%	2.2%	-12	0%	-2	3%
CCN(CC)S(=O)(=O)c1ccc(N2CCCC2)c(NC(=O)c2ccc([N+](=O)[O-])o2)c1	u	-14%	u	-26%	x	2	12%	-4	6%[57.1 µM]
O=C(COC(=O)COc1ccc(Br)cc1)NCc1ccc2c(c1)OCO2	-2%	-10%	13%	1%	x	-6	6%	-3	0%
CC(=O)c1cccc(NC(=O)N2CCCC2C(=O)Nc2cc(C)ccc2C)c1 (stereo not drawn)	-4%	-4%	4%	0%	1.8%	-6	-3%	6	-11%
O=C1CSC(c2cccnc2)N1c1ccc(Cl)cc1 (stereo not drawn)	-6%	-3%	5%	-4%	0.5%	-3	2%	0	-6%
CC(=O)NC1(c2ccccc2)CCN(Cc2nnnn2C(C)(C)C)CC1	-5%	0%	x	0%	-0.4%	-11	3%	-4	4%
CCc1ccccc1NC(=O)C1COc2ccccc2C1 (stereo not drawn)	-2%	19%	-4%	1%	2.5%	-9	18%	3	0%[57.1 µM]
CCCCc1ccc(NC(=O)Cn2nnc3sc4c(c3c2=O)CCC(C)C4)cc1 (stereo not drawn)	-4%	-16%	-1%	2%	0.1%	-13	-18%	-2	-9%
CC(=O)Nc1cc(C(=O)CSc2nnc(C3CC3)n2C2CC2)ccc1O	-4%	-11%	5%	0%	0.0%	1	4%	-11	-7%
Oc1ccc(C[C@H]2CNC(=S)N2CC2CCCN2C[C@H](Cc2ccccc2)N2C[C@H](Cc3ccc(O)cc3)N(CCc3ccccc3)C2=S)cc1 (stereo partly drawn)	0%	-19%	5%	0%	x	-15	-6%	-1	1%
COC(=O)c1ccccc1NC(=O)COC(=O)CO/N=C(\C)c1ccc2c(c1)OCO2	-6%	-19%	-2%	-4%	0.2%	0	10%	-7	7%
O=C(O)CCCC(=O)NCCCc1ccccc1	0%	-4%	-12%	-1%	-0.9%	-13	-3%	0	8%[57.1 µM]
O=C(NCCCCc1ccccc1)c1ccc(F)cc1	10%	-13%	19%	-10%	x	0	0%	5	4%
CNC(=O)c1cc2cc(Cc3ccccc3Cl)ccc2oc1=O	2%	-13%	-17%	4%	-0.1%	-14	6%	-2	8%[57.1 µM]
COc1ccc(OC(=O)COc2ccccc2C)cc1	-6%	-22%	4%	2%	x	2	6%	5	5%
CCOC(=O)[C@@H]1C(c2c(OC)cc(OC)cc2OC)=NO[C@@H]1C(=O)OCC	-3%	-18%	6%	-8%	-0.4%	-6	20%	-3	8%[57.1 µM]
Cc1ccc(-n2ncc3c(=O)[nH]c(SCC(=O)N4CCCC4)nc32)cc1C	-3%	-5%	3%	1%	-0.5%	-6	-11%	-6	3%
Cc1ccc(S(=O)(=O)NCc2cccnc2)cc1C(=O)NC1CCCCC1	-5%	-21%	2%	-4%	3.9%	0	7%	-2	22%
CN(CCc1ccccn1)C(=O)CN(C)S(=O)(=O)c1ccc2c(c1)c(=O)n(C)c(=O)n2C	-1%	2%	-9%	0%	1.3%	-2	1%	7	3%[57.1 µM]
CC(NC(=O)C(NS(=O)(=O)c1cccs1)C(C)C)c1ccc(S(N)(=O)=O)cc1 (stereo not drawn)	-6%	-11%	-1%	0%	0.6%	-17	3%	-3	3%
CO[C@H]1/C=C\O[C@@]2(C)Oc3c(C)c(O)c4c(O)c(c(C=NN5CCN(C6CCCC6)CC5)c(O)c4c3C2=O)NC(=O)C(C)=CC=C[C@H](C)[C@H](O)[C@@H](C)[C@@H](O)[C@@H](C)[C@H](OC(C)=O)[C@H]1C	-2%	x	x	3%	x	15	x	x	-19%
CC(OC(=O)c1nn(C)c(=O)c2ccccc12)C(=O)NC1CCCCC1C (stereo not drawn)	3%	3%	4%	6%	4.8%	-8	0%	-4	6%
COC(=O)c1ccc(Oc2cc(C)nc(SC)n2)cc1	-5%	-1%	-13%	u	4.4%	1	1%	-5	-12%
CC1CCN(C(C)C(=O)Nc2ccc(S(=O)(=O)N3CCCC3)cc2)CC1 (stereo not drawn)	4%	-9%	1%	-5%	0.5%	-4	-8%	-2	2%
NC(=O)c1ccc(NC(=O)C2CC2)cc1	-3%	-6%	-6%	-3%	3.1%	-8	-7%	2	7%[57.1 µM]
CC(C)CN(C(=O)/C=C/c1nc2ccccc2s1)C1CCS(=O)(=O)C1 (stereo not drawn)	0%	-10%	-10%	1%	0.5%	-1	-1%	2	8%
C[C@H]1CN([C@@H](C)CO)C(=O)CCCn2nncc2CO[C@H]1CN(C)C(=O)Nc1ccnc(N2CCOCC2)c1	2%	-24%	-6%	-1%	x	-9	-4%	-8	x
CC12C=CC(=O)C=C1CCC1C2C(O)CC2(C)C1CCC2(O)C(=O)CO (stereo not drawn)	-3%	-22%	5%	2%	x	-7	-5%	-3	5%
CC(=O)c1ccc(S(=O)(=O)N2CCC(c3nnc(SCCN4CCCC4)n3C)CC2)cc1	3%	-20%	15%	-1%	-0.5%	-8	5%	3	10%[57.1 µM]
O=C(CCN1C(=O)/C(=C\c2ccccc2)SC1=S)NNC(=O)c1ccncc1	-3%	1%	2%	0%	-2.8%	-4	-1%	-2	1%
CC(C)Cc1nnc(NC(=O)CCC(=O)N2CCCCC2)s1	-5%	-9%	12%	2%	-2.0%	-8	-2%	-5	-2%
CC1CCCN(CCCNC(=O)CN2C(=O)CSc3ccc(S(=O)(=O)N4CCOCC4)cc32)C1 (stereo not drawn)	-5%&-3%	u	-6%&6%	2%&4%	-0.3%&0.2%	-2&0	1%&19%	1&-4	-5%
Cn1c(=O)c2[nH]c(C3CCCC3)nc2n(C)c1=O	-2%&-4%&-3%&-5%	-23%	-3%	-2%	x	6	-1%	-1&-2	-2%[57.1 µM]
Cn1c(Cc2ccccc2)nnc1SCC(=O)NC1CC1	-4%	-15%	-19%	-1%	-0.2%	-3	3%	1	2%
Cc1ccccc1C(=O)NC1CC2CCCC(C1)N2Cc1ccc(Cl)cc1 (stereo not drawn)	-4%	-13%	2%	5%	-1.8%	1	-2%	0	-3%
Cc1ccccc1Nc1sc(C(=O)c2ccc(F)cc2)c(N)c1C(=O)NCCc1ccccc1	2%	-11%	-9%	-4%	-0.3%	6	0%	1	-7%[57.1 µM]
Cc1nc2sc(C(=O)c3ccccc3)c(N)c2c(C)c1C	0%	-3%	-6%	-7%	2.7%	-6	1%	1	0%
S=C(NCc1ccccc1)C(=S)NCc1ccccc1	0%	-12%	2%	-3%	x	-5	1%	0	7%[57.1 µM]

Only part of the results is shown; count on the stated rates, not on these rows.
